# zVAD death inh – blocks zVAD induced death of L929 cells; L929 zVAD necroptosis rescue, ATP luminescence, 24 h; with zVAD 60 µM; viability rescue, % at 10 µM; actives 0.38% (n = 220,000); AID 1377;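 active = activation, scaled between plate controls, above about 75%, limit read from the data; inactive = activation under that limit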;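 note: 0% = zVAD with DMSO and 100% = DMSO alone without zVAD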
# EP2 mod – EP2 receptor (human) modulation; P43116; EP2-expressing cells, cAMP HTRF FRET, PGE2 co-stimulation; induction, % at 25 µM; actives 0.83% (n = 260,000); AID 940;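 active = compounds whose cAMP rise, as percent of the full-agonist control response, exceeds 60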;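 note: rat C6 glioma line stably carrying human EP2 under a CMV promoter; the protocol text gives 20 µM as final concentration; 100% = response of wells given 1 µM PGE2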
# 14-3-3 Bad inh – disrupts binding of bovine 14-3-3 zeta to phospho-Bad peptide | TR-FRET 14-3-3zeta/Dy647-pBad peptide displacement, 1 h | inhibition, % at 21.7 µM | P63103 | actives 0.71% (n = 220,000) | AID 781;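 active = inhibition above about 70%, limit read from the data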;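 note: 0% = full 14-3-3 plus peptide FRET controls and 100% = background without 14-3-3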
# Target sequence (P63103 whole entry, looked up): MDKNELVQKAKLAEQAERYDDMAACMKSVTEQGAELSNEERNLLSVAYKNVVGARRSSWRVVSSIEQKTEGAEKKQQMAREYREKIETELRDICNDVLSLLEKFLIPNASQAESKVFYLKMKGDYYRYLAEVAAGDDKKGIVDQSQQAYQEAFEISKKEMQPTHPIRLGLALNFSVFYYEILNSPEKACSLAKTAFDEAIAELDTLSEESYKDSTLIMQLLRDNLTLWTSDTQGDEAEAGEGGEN
# Hck Nef HTS – inhibitors of human Hck kinase activated by Nef. P08631. Recombinant Hck-YEEI plus Nef, Z-Lyte FRET kinase assay. inhibition, % at 20 µM. actives 0.68% (n = 220,000). AID 463187;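 active = Hck-Nef kinase inhibition above about 50%, limit read from the data; inactive = inhibition below that limit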;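 note: 0% = DMSO with Hck plus Nef and 100% = Hck alone without Nef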
# Target sequence (P08631 whole entry, looked up): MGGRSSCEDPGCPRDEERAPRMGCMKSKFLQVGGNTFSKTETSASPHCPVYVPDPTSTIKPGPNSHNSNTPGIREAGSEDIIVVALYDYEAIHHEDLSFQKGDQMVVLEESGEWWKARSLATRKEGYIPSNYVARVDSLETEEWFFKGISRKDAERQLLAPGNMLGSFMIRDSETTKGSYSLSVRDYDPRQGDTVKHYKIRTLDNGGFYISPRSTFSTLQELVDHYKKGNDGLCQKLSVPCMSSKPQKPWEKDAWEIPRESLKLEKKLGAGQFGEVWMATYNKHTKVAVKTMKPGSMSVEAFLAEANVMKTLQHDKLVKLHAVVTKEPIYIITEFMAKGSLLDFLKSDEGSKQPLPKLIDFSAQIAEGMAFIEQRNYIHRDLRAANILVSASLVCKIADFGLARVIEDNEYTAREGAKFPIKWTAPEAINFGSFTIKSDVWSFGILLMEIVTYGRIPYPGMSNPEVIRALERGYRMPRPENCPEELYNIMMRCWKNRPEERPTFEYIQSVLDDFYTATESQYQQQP
# m-calpain inh – calpain II (pig) inhibition; purified calpain II, fluorogenic peptide substrate, 30 min; inhibition, % at 16 µM; AID 1236; actives 0.37% (n = 220,000);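 active = inhibition above about 50%, limit read from the data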
# EP2 antag – EP2 receptor (human) inhibition; actives 0.52% (n = 260,000); P43116; AID 1422; inhibition, % at 25 µM; C6 glioma cells expressing human EP2, cAMP TR-FRET; cells stimulated with saturating PGE2;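 active = percent inhibition above 40 after rounding to a whole number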;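 note: rat C6 glioma host cells with rolipram phosphodiesterase inhibitor present; the protocol text gives 20 µM as final concentration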
# TbHK1 inh – T. brucei hexokinase 1 inhibition; recombinant TbHK1, G6PDH-coupled NADH A340; inhibition, % at 10 µM; actives 0.11% (n = 220,000);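 active = inhibition of 50% or more in the single-dose primary screen; inactive = inhibition below 50%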
# Rad51 HR inh – blocks human Rad51 in homologous recombination. hRad51 DNA strand exchange, fluorescence dequenching. inhibition, % at 10 µM. actives 0.085% (n = 200,000). AID 1385;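 active = inhibition above 40% at the single screening dose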;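 note: 0% = DMSO control wells and 100% = blanks with heterologous ssDNA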
#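 material = hRad51 filaments on single-stranded DNA | timing = filaments 15 min 37 °C, then compound 30 min | signal = FRET fluorescence dequenching, excitation 485 nm, emission 520 nm | benchmarks = control wells and blank wells on each plate | evaluation = percent inhibition relative to plate controls and blanks | compound = 10 µM final, single point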
# eIF4E 4G PPI – blocks eIF4E binding to eIF4G; inhibition, % at 21.7 µM; actives 0.37% (n = 220,000); AID 782; TR-FRET eIF4E-eIF4GI(517-606) binding, 2 h;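 active = inhibition above about 30%, limit read from the data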;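 note: 0% = full FRET control wells and 100% = background wells lacking eIF4GI fragment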
# Active calls of the source: *; . = no result given; & = joins results of further samples; [ ] = dose if it differs, or a comment. These rows are one share of the data; rates above refer to the full screens.
SMILES,zVAD death inh,EP2 mod,14-3-3 Bad inh,Hck Nef HTS,m-calpain inh,EP2 antag,TbHK1 inh,Rad51 HR inh,eIF4E 4G PPI
Nc1nc(Cl)cc(Sc2ccc3ccccc3c2)n1,0.6,-6,-3,0,-10,19,2,-5,-12
COc1ccc(CC(=O)Nc2cc(Cl)ccc2O)cc1,0.2,-17,-16,2,19,25,1,7,-9
COCCN(C(=O)C(C)C)c1nnc(-c2ccc(C(C)(C)C)cc2)s1,71,25,1,20,-14,15,-15,2,2
O=C(Nc1nc2c(s1)CN(Cc1ccccc1)CC2)c1c(F)cccc1F,11,-8,-2,19,-58,7,-13,-33,-1
CCOC(=O)N1CCN(Cc2nc3c(c(=O)[nH]c(=O)n3C)n2Cc2cc(C)ccc2C)CC1,-0.3,3,4,0,18,5,-7,-3,-2
CCN(CC)c1ccc(/C=N/NC(=O)c2cccc(N3CCCC3=O)c2)cc1,58,-35,-7,6,16,7,-25,0,5
CC(C)[C@H](NC(=O)OC(C)(C)C)C(=O)N/N=C/c1ccc2nccnc2c1,2.3,-18,1,9,-19,3,-45,4,-4
COCCNC(=O)c1ccc(-n2c(SCc3cc(F)ccc3F)nc3ccccc3c2=O)cc1,-0.2,8,-5[fluorescence artefact?],1,6,7,-6,8,-1
CCOC(=O)/C(=C/Nc1ccc(F)c(F)c1)[N+](=O)[O-],-0.2,-6,-3,21,-21,13,-32,-5,-5
COC(=O)c1cc(C)sc1NC(=O)C1CC=CCC1C(=O)O (stereo not drawn),0.5,31,1,1,26,20,-9,-8,3
CN1C(=O)CSc2ccc(NC(=O)NCc3ccc(F)cc3)cc21,29,-50,-15,17,-51,5,-3,11,3
COc1cc(/C=N/NC(=S)NC2CC3CCC2C3)ccc1O (stereo not drawn),1.3,-6,-7,14,8,18,-52,12,-1
O=C(OCc1c(Cl)cccc1Cl)c1ccccn1,-0.4,-22,-16[fluorescence artefact?],-1,21,12,3,-10,-1
CCOC(=O)N1CCC(Nc2c(Nc3ccc(F)cc3)c(=O)c2=O)CC1,0.2,2,3,1,0,10,-33,-1,0
Cn1ncc(Cl)c1C(=O)N1CCN(c2ncccn2)CC1,0.6,-4,26,0,-7,3,-4,-4,-2
O=C(NC1CC1)c1cc(=O)c2ccccc2o1,-0.1,10,5,0,-32,9,-1,-4,-1
CCOc1ccc(-n2c(=O)c3sccc3n(Cc3cccc([N+](=O)[O-])c3)c2=O)cc1,-1.4,7,-1,18,-1,9,1,-4,0
CC(NC(=O)Cc1cccs1)C(c1cccs1)N1CCN(c2ccccc2)CC1 (stereo not drawn),-0.5,.,.,12,.,6,-1,3,.
COc1ccc(Nc2nc(N)nc(CN3CCC(C)CC3)n2)cc1,-1.1,-10,-13,16,-25,6,0,18,2
O=C(NCc1ccccn1)c1cc(-c2ccccc2Cl)nc2ccccc12,0.6,-24,-2,2,8,7,13,1,4[fluorescence artefact?]
O=C(c1ccco1)N1CCN(c2ncnc3c2oc2ccccc23)CC1,-0.1,-21,-2,1,1,11,-6,-13,-6
CCN(Cc1ccccc1)C(c1ccc(C(F)(F)F)cc1)c1nnnn1C(C)(C)C (stereo not drawn),0.1,47,-1,-3,4,12,0,0,4
Cc1c(NC(=O)c2ccc3c(c2)C(=O)N(CC2CCCO2)C3=O)cccc1C(=O)O (stereo not drawn),-0.2,13,-2[fluorescence artefact?],0,5,.,-5,.,1
COc1ccc(-c2cc([C@H]3[C@@H]4C=CCC[C@@]4(C)C(=O)N3Cc3ccccc3)ccc2F)cc1,-0.6,27,-1,5,0,6,-2,-2,45*
O=S(=O)(c1cccs1)n1cccn1,-0.2,3,5,0,3,12,-4,1,1
c1ccc(-c2nc3ccccc3c3nc4ccccc4n23)cc1,1.8,64*,13,1,-32,7,0,0,9
O=C(COC(=O)Cc1cccc2ccccc12)Nc1ccccc1-c1ccccc1,0.6,37,6,-4,12,8,11,-1,3[fluorescence artefact?]
O=C(CC(c1ccccc1)c1ccccc1)Nc1ccc2c(c1)OCCO2,-0.3,16,0,0,40,8,9,2,1
O=C1C2C(c3ccccc3)(C(=O)N1c1ccc(Cl)cc1)C2(c1ccccc1)c1ccccc1 (stereo not drawn),-0.1,12,-1[fluorescence artefact?],2,-42,7,1,-6,3
CCC(=O)N1CCc2cc(S(=O)(=O)NC(C(=O)NC3CCCc4ccccc43)C(C)C)ccc21 (stereo not drawn),.,24,5,2,-36,7,-4,.,-2
CC12C(=O)N(c3ccc(C(=O)N4CCOCC4)cc3)C(=O)C1C1c3ccccc3C2c2ccccc21 (stereo not drawn),0.1,16,-10[fluorescence artefact?],3,-8,5,-6,1,-8
COc1ccccc1NC(=O)COn1nnc2ccc(S(=O)(=O)N3CCOCC3)cc21,1.3,11,-6,17,-4,1,-1,15,2
Cc1c(Cl)cccc1NC(=O)CCN1CCCCCC1,-0.1,-8,-2,1,-24,8,3,2,-9
O=C(Nc1cccnc1)c1cc(-c2ccc(F)cc2)on1,0.3,-59,-22,18,-28,7,-1,-3,-1
OCCNCc1ccc(-c2ccccc2)cc1,0.9,5,7,2,-4,10,0,-7,3
Cc1nn(-c2ccccc2)c(C)c1/C=N/NC(=O)c1cc(-c2ccccc2)n[nH]1,3.7,8,-1[fluorescence artefact?],3,-73,16,-7,-1,1
CCC(C)(C)n1nnnc1C(c1ccc2ncccc2c1)N1CCCCCC1 (stereo not drawn),-0.5,38,-5,11,25,13,3,-5,6
C/C(=N\NC(=O)CSc1nc2ccccc2o1)c1cccc(O)c1,-0.1,-32,-2,18,-8,-1,-7,10,1
O=C(CCS(=O)(=O)c1ccc(Br)cc1)Nc1ccccn1,0.4,12,15,0,18,1,3,10,-28
CC(=O)N1CCCN(Cc2cn(-c3cc(C)ccc3C)nc2-c2ccccc2)CC1,1.4,21,-8,22,-8,9,-2,-2,-1
Cc1ccc(Cn2c(CN3CC(C)OC(C)C3)nc3c2c(=O)[nH]c(=O)n3C)cc1 (stereo not drawn),-0.3,2,-3,1,-11,12,-7,4,5
O=C(Nc1ccc(O)c(-c2nc3ccccc3s2)c1)C1=COCCO1,1.6,1,-33[fluorescence artefact?],5,-36,4,-8,-1,23[fluorescence artefact?]
COc1cc(CN(C2CCCCC2)S(=O)(=O)c2ccc(S(=O)(=O)N(C)C3CCCCC3)cc2)cc(OC)c1OC,0.8,7,-17,2,-25,9,16,1,5
Nc1scc[n+]1Cc1cccc2cccnc12,0.2,3,2,28,-14,5,-7,10,-11
O=C(N/N=C/c1ccc(Br)s1)c1cccnc1,-0.2,-31,-7,23,12,2,-37,-30,-1
COc1cccc(C(=O)NNC2OC(CO)C(O)C2O)c1 (stereo not drawn),0.5,12,-21,22,-33,5,5,4,0
O=C(Cc1n[nH]c(=O)[nH]c1=O)N/N=C/c1cccc(O)c1,1.0,-5,5[fluorescence artefact?],-1,-34,4,-4,2,1
Cc1ccc(C2(c3noc(CN(C)Cc4ccccn4)n3)CCCC2)cc1,0.0,-10,1,4,27,3,-11,.,4
Cc1ccc2cc(COC(=O)C3CCCO3)c(=O)[nH]c2c1 (stereo not drawn),-0.1,3,4,2,-2,12,-16,-2,-4
O=C(Nc1ccc(N2CCCC(O)C2)cc1)c1snc2c(=O)[nH]cnc12 (stereo not drawn),0.2,14&18,11,3,-11,10&21,-19,2,4
CS(=O)(=O)c1nc(-c2ccccc2)c(-c2ccccc2)[nH]1,0.3,3,-2,3,-3,6,-2,8,7
Cc1nn(-c2ccccc2)c(Cl)c1/C=C1\SC(=S)N(C)C1=O,.,15,-4[fluorescence artefact?],-8,12,9,-12,.,7[fluorescence artefact?]
CC1CCCC(C)N1CCNC(=O)CCn1nc(-c2ccccc2)ccc1=O (stereo not drawn),0.8,26,6[fluorescence artefact?],1,-7,.,5,.,-5
Cc1ccc(NS(=O)(=O)c2cccc(C(=O)NCCc3c[nH]c4ccccc34)c2)c(C)c1,3.2,-13,0,3,-18,14,0,-7,1[fluorescence artefact?]
O=C1c2ccccc2C(=O)N1CN(C(=O)c1ccccc1)c1ccc(O)cc1,0.3,-5,-12,0,-25,6,0,2,-4
O=C(Nc1cccc(Cl)c1)c1cnn2cccnc12,1.4,1,5[fluorescence artefact?],5,19,5,-3,-2,-5
Cc1ccc(Nc2nc3ccccc3n3nnnc23)cc1,0.8,28,-8,-9,-125,4,-4,3,-5
Cc1noc(C)c1COc1ccc(C(=O)OCC(=O)Nc2cccc(S(=O)(=O)N3CCOCC3)c2)cc1,1.4,3,1[fluorescence artefact?],2,20,8,0,5,6
O=C1c2ccccc2C(=O)N1c1ccc(Cl)cc1,-0.5,9,13,2,-16,10,4,-2,-16
COc1ccc(C)cc1Nc1cc(C)nc2ncnn12,.,23,-7,-8,-14,7,-1,.,1[fluorescence artefact?]

# Only eIF4E 4G PPI and m-calpain inh (3 entries from above):
SMILES | eIF4E 4G PPI | m-calpain inh
O=C(Nc1ccc(N2CCCC(O)C2)cc1)c1snc2c(=O)[nH]cnc12 (stereo not drawn) | 4 | -11
Cc1ccc(Cn2c(CN3CC(C)OC(C)C3)nc3c2c(=O)[nH]c(=O)n3C)cc1 (stereo not drawn) | 5 | -11
CC1CCCC(C)N1CCNC(=O)CCn1nc(-c2ccccc2)ccc1=O (stereo not drawn) | -5 | -7

# Continuation:
SMILES,zVAD death inh,EP2 mod,14-3-3 Bad inh,Hck Nef HTS,m-calpain inh,EP2 antag,TbHK1 inh,Rad51 HR inh,eIF4E 4G PPI
CCc1cccc(NC(=O)c2cc(S(=O)(=O)N(C)C)ccc2N2CCCC2)c1,0.1,18,-8,2,-11,4,-5,0,1
COc1cc(C2SCC(=O)N2CCCN(C)C)cc(OC)c1OC (stereo not drawn),0.1,13,5[fluorescence artefact?],0,-2,12,-11,-6,2[fluorescence artefact?]
Cc1cc(C)nc(NC(=O)Nc2ccc3c(c2)OCO3)c1,31,-7,-10,18,-16,6,-12,10,5
Cc1ccc(/C=C/C(=O)Nc2ccc(S(=O)(=O)Nc3ncccn3)cc2)cc1,0.9,-10,4,20,-20,0,-16,-6,-2
c1ccc2c(c1)ncn2Cc1nnc2sc(-c3ccncc3)nn12,1.1,13,24,-1,-59,9,-6,8,4
Cc1ccc(NC(=O)c2c(Cl)n(C)c3ccccc23)cc1,1.1,14,-6,1,25,.,1,.,15
O=C1c2ccccc2-c2cccc(NS(=O)(=O)c3ccc(C(F)(F)F)cc3)c21,-0.3,-36,.,-1,-75,33,18,-23,.
COC(=O)C(NC(=O)c1ccccc1)(Nc1cc(C)cc(C)n1)C(F)(F)F (stereo not drawn),1.2,49,6,3,-8,6,6,-7,-3
CCC1(c2ccc(F)cc2)NC(=O)N(CC(=O)Nc2ccc(-c3nc4ccc(C)cc4s3)cc2)C1=O (stereo not drawn),11,-34,4,9,-105,-1,-21,-6,24[fluorescence artefact?]
COc1ccc(-c2ocnc2C(=O)NCc2nn(-c3ccccc3)nc2C)cc1,0.7,-65,-4,-7,8,17,-7,4,2
N#C/C(=C\c1ccc(O)c(Br)c1)C(=O)NCc1ccccc1,0.8,-33,-15,6,-27,8,-4,32,0

# Screening results as filed in PubChem BioAssay.
